pCIP destab = p/CIP protein destabilization. F442A p/CIP-EGFP cells, EGFP fluorescence, 16 h. decrease of EGFP signal, % at 10 µM. 290,000 compounds, 0.01% hits. AID 1984;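 active = EGFP signal decrease of at least 30% at 10 µM or well 3 SD below plate mean, unless failing retest; inactive = the rest, including hits failing retest or dose response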; also: some compounds called inactive have numbers as strong as hits; many of its hits are not listed in these tables
M18AAP inhibitor = blocks P. falciparum M18 aspartyl aminopeptidase; recombinant PfM18AAP, H-Glu-NHMec fluorogenic cleavage; inhibition, % at 7.35 µM; 290,000 compounds, 1.2% hits; AID 1822;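 active = inhibition above the campaign mean inhibition over all tested compounds plus 3 SD, cut at about 28% in these data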;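 also: 0% = plate median of test compound wells and 100% = 2 mM ZnCl2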
NALP1 yeast inh = NALP1 inhibition; inhibition, % at 10 µM; S. cerevisiae NALP1/ASC/caspase-1 growth, X-gal OD620, 72 h; 280,000 compounds, 0.61% hits; in the data active = inhibition mostly above about 24%, no sharp cut-off; inactive = mostly below about 32%; also: some compounds called inactive have numbers as strong as hits
MEKK2mut PB1 HTS = signal of MEK5 binding to mutant human MEKK2 PB1 domain | bead flow cytometry, Alexa488-MEK5 binding to MEKK2 mutant | percent response, % at 10 µM | 290,000 compounds, 0.35% hits | AID 1530; in the data active = percent response above about 24%, passing the limit was not always enough; also: inactives centre near 1; some results filed as inactive read as strong as hits; reference of the scale not given here
MEKK2wt PB1 HTS = raises or lowers MEK5 binding to wildtype human MEKK2 PB1 domain; AID 1531; bead flow cytometry, Alexa488-MEK5 binding to MEKK2 WT; actives lie on both sides; binding response (% of control), % at 10 µM; 290,000 compounds, 1.1% hits; Q9Y2U5; in the data active = binding response below about 67% or above about 130%; inconclusive = no clear call, values can overlap the other calls; inactive = in between
MEKK3 PB1 HTS = MEKK3-MEK5 PB1 interaction, increase or decrease | Q99759 | bead-based flow cytometry, Alexa488-MEK5 binding to MEKK3; actives lie on both sides; 0 = blocked by unlabeled MEK5, 100 = vehicle | binding response (% of control), % at 10 µM | 290,000 compounds, 1.4% hits | AID 1529;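 active = binding response more than 3 SD above or below the average of its plate-row segment, actives on both sides; inconclusive = wells at one plate position flagged as instrument error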;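 also: Alexa488 bead fluorescence after subtracting the streptavidin-only scavenger bead signal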
Target sequence (Q99759 whole entry, looked up): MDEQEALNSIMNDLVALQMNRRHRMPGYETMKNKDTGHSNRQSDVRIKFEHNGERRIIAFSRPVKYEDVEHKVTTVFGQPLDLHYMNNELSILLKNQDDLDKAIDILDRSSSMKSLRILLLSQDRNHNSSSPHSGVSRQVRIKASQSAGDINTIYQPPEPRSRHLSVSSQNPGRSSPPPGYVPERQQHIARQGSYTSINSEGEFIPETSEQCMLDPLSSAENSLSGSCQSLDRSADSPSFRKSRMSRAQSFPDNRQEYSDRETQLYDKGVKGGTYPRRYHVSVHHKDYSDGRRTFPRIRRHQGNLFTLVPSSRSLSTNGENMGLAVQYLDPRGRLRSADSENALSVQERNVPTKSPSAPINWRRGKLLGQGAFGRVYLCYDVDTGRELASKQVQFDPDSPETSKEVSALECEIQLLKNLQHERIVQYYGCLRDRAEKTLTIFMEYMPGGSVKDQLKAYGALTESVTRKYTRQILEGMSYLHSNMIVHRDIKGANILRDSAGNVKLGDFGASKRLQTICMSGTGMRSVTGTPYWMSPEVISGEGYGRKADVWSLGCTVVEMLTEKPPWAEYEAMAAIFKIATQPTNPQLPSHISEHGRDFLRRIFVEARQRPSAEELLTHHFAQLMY
IDE act = boosts human insulin-degrading enzyme activity in HEK cells | activation, % at 5.96 µM | AID 493087 | P14735 | FAbeta-B cleavage, fluorescence polarization; 0% vehicle, 100% cell-free pure enzyme wells | 340,000 compounds, 0.073% hits;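 active = activation above the mean of all tested compounds plus 3 SD, set per screening campaign, cut at about 17% in these data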
UBC9 SUMO inh = inhibitors of human SUMOylation (UBC9); P63279; HTRF SUMOylation assay, SAE1/SAE2 + UBC9, in vitro; inhibition, % at 35 µM; 290,000 compounds, 0.36% hits; in the data active = inhibition above about 50%, passing the limit was not always enough; inconclusive = no clear call, values can overlap the other calls; also: strong numbers were not always called active
Target sequence (P63279 whole entry, looked up): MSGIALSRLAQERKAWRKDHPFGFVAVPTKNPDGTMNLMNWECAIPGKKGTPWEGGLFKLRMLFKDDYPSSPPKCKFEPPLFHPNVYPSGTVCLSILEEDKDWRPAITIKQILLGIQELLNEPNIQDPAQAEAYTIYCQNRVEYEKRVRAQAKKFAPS
IDE cell inh = inhibitors of human insulin-degrading enzyme in cells | AID 434962 | inhibition, % at 5.59 µM | 320,000 compounds, 0.41% hits | HEK cells, FAbetaB cleavage, fluorescence polarization;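 active = percent inhibition above the average of all tested compounds plus 3 SD, set per screening campaign, cut at about 16% in these data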;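 also: IDE supplied by intact live HEK cells; FP after avidin binding of uncleaved biotin substrate so inhibition keeps polarization high; 0% = DMSO wells and 100% = 60 µM reference IDE inhibitor Ii1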
* marks the source's active call; other numbers are inactive results; u = inconclusive; x = not tested or not shown; & = joins results of further samples; [ ] = remark or other dose. These rows are one share of the data. The share of hits here may be higher or lower than overall.

SMILES	pCIP destab	M18AAP inhibitor	NALP1 yeast inh	MEKK2mut PB1 HTS	MEKK2wt PB1 HTS	MEKK3 PB1 HTS	IDE act	UBC9 SUMO inh	IDE cell inh
O=C(CSc1nnnn1-c1ccc(F)cc1)c1ccc(O)c(O)c1	1	47*	8	1	100	106	5	21	3
N#CCSc1nccc(-c2cc(Cl)sc2Cl)n1	19	4	1	14	103	104	1	5	7
COc1cccc(C(=O)Nc2c3c(nn2-c2ccccc2C)CS(=O)C3)c1OC (stereo not given)	10	0	-8	x	x	x	3	-8	1
N#CC(Cc1ccccc1)(Cc1ccccc1)C(=O)NN	-2	4	0	14	109	110	4	7	4
Cc1ccc2c(C)c(C(=O)N3CCN(Cc4ccc5c(c4)OCO5)CC3)oc2c1C	14	2	16	1	101	102	7	-40	2
CCOc1cc(/C=C2\C(=N)N3N=C(S(=O)(=O)CC)SC3=NC2=O)ccc1OC(=O)c1ccco1	-294	-2	-25	-6	94	97	-59	6	11
CCOC(=O)c1cc2ccccc2n1CCN(CC)CC	-11	-10	20	3	108	100	7	12	-3
N#Cc1c(-c2ccccc2)nc2n1CCS2	4	-3	14	-24	80	80	-1	9	0
C=CCN=C1CC(C)(C)CC(=O)/C1=C(\O)c1ccccc1	-6	-9	-3	-5	95	97	4	-14	-1
CCOc1ccc2nc(NC(=O)C34CC5CC(CC(NC(C)=O)(C5)C3)C4)sc2c1	-20	3	-10	6	108	102	2	-1	x
CCCCC(=O)Nc1nc(C)c(-c2csc(Nc3ccccc3OC)n2)s1	-8	0	4	-3	103	105	0	22	3
CCn1c(SCC(=O)Nc2ccc3c(c2)c2ccccc2n3CC)nnc1-c1ccco1	-9	5	-62	x	x	x	-3	12	1
CC(O)Cc1cn([C@@H](CCCCNC(=O)OC(C)(C)C)C(=O)N2CCN(C(=O)OC(C)(C)C)CC2)nn1 (stereo not given in full)	-1	-3	1	4	104	99	6	5	6
COc1cc(NS(=O)(=O)c2ccc(NS(=O)(=O)c3ccc(NC(C)=O)cc3)cc2)nc(OC)n1	7	3	10	-1	95	99	1	2	5
Cc1ccc(NC(C#N)c2ccccc2OCc2ccccc2)cc1 (stereo not given)	-4	-13	2	x	x	x	-2	-4	2
CCOC(=O)C1CCCN(CC(=O)NC2CC2)C1 (stereo not given)	-10	x	-4	2	91	101	5	17	-1
O=C(N/N=C/c1cc(Cl)ccc1O)c1ccccc1Br	12	3	-1	6	101	105	1	-3	0
O=C(Nc1ccc(S(=O)(=O)Nc2ccccc2)cc1)C1CC1	-8	-3	-10	4	107	103	-1	1	x
Nc1nc(SCc2ccc(Cl)cc2Cl)ns1	5	7	0	4	97	115	3	-80	4
Cc1cc(C)c(S(=O)(=O)c2c(C)cccc2C)c(Cl)n1	-15	8	-8	7	108	103	7	-13	0
COc1ccc(CCNC(=O)COc2ccc(S(=O)(=O)N3CCOCC3)cc2)cc1OC	1	-4	0	1	97	97	0	-3	0
O=C(Nc1ccccc1)N1CCCC1	-2	-4	7	9	116	114	-4	-16	2
COc1ccc(-c2csc(NC(=O)COc3ccc(N(C)S(=O)(=O)c4ccc(C)cc4)cc3)n2)cc1	2	7	10	-1	99	100	7	-12	0
COc1ccc(C(=O)/C=C/c2ccc(OC)c(O)c2)c(F)c1	-15	8	12	9	99	98	0	30	-2
NC(=O)SCC(=O)Nc1ccc(Cl)cc1	1	25	4	-3	100	103	-11	21	3

Single records, from the list above. Order of screens: pCIP destab, M18AAP inhibitor, NALP1 yeast inh, MEKK2mut PB1 HTS, MEKK2wt PB1 HTS, MEKK3 PB1 HTS, IDE act, UBC9 SUMO inh, IDE cell inh
O=C(N/N=C/c1cc(Cl)ccc1O)c1ccccc1Br is listed as 12, 3, -1, 6, 101, 105, 1, -3, 0
O=C(CSc1nnnn1-c1ccc(F)cc1)c1ccc(O)c(O)c1 is listed as 1, 47*, 8, 1, 100, 106, 5, 21, 3
COc1cccc(C(=O)Nc2c3c(nn2-c2ccccc2C)CS(=O)C3)c1OC (stereo not given) is listed as 10, 0, -8, x, x, x, 3, -8, 1

Remaining list, next part.
SMILES	pCIP destab	M18AAP inhibitor	NALP1 yeast inh	MEKK2mut PB1 HTS	MEKK2wt PB1 HTS	MEKK3 PB1 HTS	IDE act	UBC9 SUMO inh	IDE cell inh
CCO/N=C1\C(=O)N(c2ccccc2)c2ccccc21	7	3	-11	-4	97	99	5	2	-3
COc1ccc(CNC(=O)Cn2nc(C)n3cccc3c2=O)cc1	8	-4	3	3	98	101	1	2	3
CC(C)=CC(=O)Nc1c(C)cc(C)cc1Cl	-14	2	8	-3	101	99	0	13	-1
CCOC(=O)C1CCN(CC(=O)Nc2c(C(=O)OC)[nH]c3cccc(Cl)c23)CC1	-5	-6	4	10	108	106	9	6	4
Cc1cc(C)c(S(=O)(=O)c2ccccc2)c(=O)[nH]1	-6	-1	4	1	102	101	5	7	-1
CCCC(C)NC(=O)c1cc(Cl)ccc1OC (stereo not given)	1	0	-8	3	100	102	-1	-1	3
Cc1ccc(C(=O)N2CCCC(Nc3cccc(F)c3)C2)cc1N1CCNC1=O (stereo not given)	1	-4	14	5	107	107	5	8	3
CC(=O)N1CCN(C2=NC(=O)C(=C3CCCCC3)S2)CC1	-3	-7	8	2	95	92	-2	-1	-1
COc1ccc(NC(=O)CSc2nnc(-c3ccccc3F)n2C2CC2)cc1S(N)(=O)=O	-4	6	-16	x	x	x	5	-2	2
Cc1c(N=C2Nc3cccc4cccc2c34)c(=O)n(-c2ccccc2)n1C	-5	7	0	8	109	114	-3&-3	-14	-2
Cc1ccc(S(=O)(=O)NNC(=O)c2cnn(-c3ccc(Cl)cc3)c2C(F)(F)F)cc1	-10	4	4	2	101	107	-4	-3	-1
COc1ccccc1CNC(=O)COC(=O)c1ccc(C)c(S(=O)(=O)N2CCCCC2)c1	8	2	1	0	102	103	-5	-8	0
O=C(OCCNc1ncc(C(F)(F)F)cc1Cl)c1ccc(S(=O)(=O)N2CCOCC2)cc1	-11	0	4	-8	90	94	1	3	1
O=C(CC1Sc2ccccc2NC1=O)Nc1cccnc1 (stereo not given)	12	2	28	0	103	118	3	4	0
COc1ccc(/C=N/NC(=O)c2ccc(COCC(F)(F)C(F)F)cc2)cc1	-1	-18	25	-6	93	93	3	13	2
COc1ccccc1CNc1cc(CSc2ccc(Cl)cc2)nc(C)n1	-5	-3	26	4	106	102	2	-24	-2
Cc1cc(Nc2ccc(N3CCOCC3)cc2)c2cccc(C)c2n1	19	-3	x	-6	96	95	1	-10	5
CCCCCCOc1ccc(/C=c2\s/c(=C(/C#N)C(=O)NCc3ccco3)n(-c3ccccc3)c2=O)cc1	-8	3	31	-1	102	106	-3	23	-1
COc1ccc(CCNc2cc(C)nc(N)n2)cc1OC	6	-4	12	0	100	105	-2	-27	x
COC(=O)c1ccc(OCCOCCOc2cccc3ccc(C)nc23)cc1	0	-10	23	0	101	99	0	16	-1
COc1cc(/C=N/NC(=O)CCc2c(C)n[nH]c2C)cc(OC)c1OC	-1	-3	10	-6	94	99	4	-4	-3
CCCCn1c(CCc2ccccc2)nc2cc3[nH]c(=O)c(C(C)C)nc3cc21	-8	-10	11	-5	88	99	1	-7	0
CCc1nnc(NC(=O)C2CCN(S(=O)(=O)c3ccc(C)cc3)CC2)s1	-4	-10	0	-5	105	112	2	-22	7
c1ccc(-c2nn3c(-c4ccccc4)nnc3s2)cc1	15	-12	17	-8	85	85	0	21	-4
Cc1cc(C)n(CC(=O)n2c(C)c(C)c3ccccc32)n1	-2	-13	6	1	87	82	4	1	3
(listing goes on)
SMILES	pCIP destab	M18AAP inhibitor	NALP1 yeast inh	MEKK2mut PB1 HTS	MEKK2wt PB1 HTS	MEKK3 PB1 HTS	IDE act	UBC9 SUMO inh	IDE cell inh
Cc1ccc(C2C(C#N)=C(N)SC(N)=C2C#N)o1	-15	-1	2	-3	84	93	x	42	14
OC(CNC1Cc2ccccc2C1)COc1ccc(F)cc1 (stereo not given)	1	0	x	-9	u	u	1	-1	9
CCCCN(C)CCNS(=O)(=O)c1ccc2c(c1)n(C)c(=O)c(=O)n2C	14	3	-17	10	98	100	-1	10	-2
COc1ccc(Cn2c(-c3ccc(OC)cc3)nc3ccccc32)cc1	0	5	31	2	97	98	7	-40	4
Oc1ccccc1N1CCN(c2ccc3ccccc3n2)CC1	8	21	17	0	99	101	1	-16	7
COC(=O)CSc1nnc(CNC(=O)c2ccccc2F)n1-c1ccc(F)cc1	3	5	15	0	116	120	3	3	1
CCOc1ccc(NC(=O)c2cccs2)c([N+](=O)[O-])c1	-8	-5	-17	x	x	x	-4	-4	-3
COc1cccc(/C=C2\SC(=S)N(CCCC(=O)Nc3cc(C)on3)C2=O)c1	-2	3	13	4	101	99	4	6	1
Cc1cc(C)n(-c2c(F)c(F)c(CO)c(F)c2F)n1	1	6	25	-1	100	104	9	3	-4
CN1CCN(CCOc2ccc(-c3ccccc3)cc2)CC1	5	-10	-5	2	120	110	-3	5	1
OCCC1CN(Cc2nc3ccc(F)cc3[nH]2)CCN1C1CCCC1 (stereo not given)	-10	-6	x	-1	104	105	3	-5	-1
COc1cc(OC)cc(C2C(C#N)=C(N)Oc3n[nH]c(-c4cccnc4)c32)c1 (stereo not given)	-6	-2	20	1	83	103	2	-10	6
COC(=O)c1cccc(N(CC(=O)NCC2CCCO2)C(=O)CCC(=O)Nc2cc(C)on2)c1 (stereo not given)	-18	-3	27	3	105	103	4	-7	1
COCc1[nH][nH]c(=O)c1C=Nc1ccc(F)cc1F	-4	1	16	x	x	x	6	17	1
COc1ccc(C(CNC(=O)COc2ccccc2C#N)N2CCOCC2)cc1 (stereo not given)	6	0	-2	0	101	101	11	-18	2
CCCC1O[C@@H]2C[C@H]3[C@@H]4CCC5=CC(=O)C=C[C@]5(C)[C@H]4[C@@H](O)C[C@]3(C)[C@]2(C(=O)CO)O1 (stereo not given in full)	2	-2	14	2	103	70*[inhibitor]	4	-4	-1
Cc1nn(-c2ccccc2)c2nc(N)c(C#N)c(-c3ccc(F)cc3)c12	-7	0	37	-7	93	105	0	-20	1
O=C(Nc1cccc(C(=O)O)c1)/C(=C\c1ccco1)NC(=O)c1ccc(Br)o1	-2	24	3	-5	100	102	1	11	1
Cc1nnsc1C(=O)N1CCC(C(=O)c2ccccc2)CC1	-15	7	14	6	102	100	-3	-4	2
COc1ccccc1CN=c1c([N+](=O)[O-])nn(-c2ccc3c(c2)OCCO3)n1O	-6	2	-33	-1	107	108	3	1	-3
C/C(=N\NC(=O)c1csc(C)c1C)c1ccc(Cl)s1	8	-1	58	1	100	106	-2	-6	0
CCOC(=O)c1sc(-c2ccc(F)cc2)cc1N	6	0	-30	6	102	101	-2	-6	2
CN(Cc1ccccc1)S(=O)(=O)c1ccc2[nH]cc(C(=O)NCC3CCCO3)c(=O)c2c1 (stereo not given)	4	-8	12	-1	105	113	1	-7	11
Cc1nnc(NC(=O)CCSCCC(=O)Nc2nnc(C)s2)s1	6	-9	-9	-1	100	101	-1	0	-5
COCCNC(=S)N1CCN(Cc2ccc3c(c2)OCO3)CC1	-8	-4	15	3	106	104	2	5	-6
CCc1ccc2oc(=O)cc(CN3CCOCC3)c2c1	-14	-1	12	-3	90	87	-1	14	4
CCN(CCCNC(=O)CSc1cc(=O)n(C)c2cc(Cl)ccc12)Cc1ccccc1	12	1	30	-11	94	76	11	-11	4
O=C(CSc1n[nH]c(-c2ccccc2)n1)Nc1ccc(F)cc1F	-23	-6	10	9	108	103	-6	6	-2
COC(=O)Nc1ccc2c(c1)N(C(=O)CCN1CCOCC1)c1ccccc1S2	-22	4	22	8	109	108	2	22	0

Screening data (PubChem)
